Source: PubChem
NTMT1 inh = Primary qHTS for Inhibitors of N-terminal methyltransferase 1 (NTMT1): MTaseGlo Assay; Potency, µM (top dose mostly 114 µM), inactives show at the top dose activity change, negative = inhibition, usual class: inhibitors; NTMT1 MTase-Glo SAH luminescence, purified enzyme; N-terminal Xaa-Pro-Lys N-methyltransferase 1 (Homo sapiens), Q9BV86; 59,000 tested, 2.5% active; AID 1645870, 2021;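 further: potency means the concentration at half of the fitted maximal effect; plate controls were DMSO vehicle for no effect and no enzyme for full effect; nearly all actives have a fitted effect of over 65% in size; many of its hits are not listed in these tables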
p53null 39C kill = qHTS Screen for Compounds that Selectively Target Cancer Cells with p53 Mutations: Cytotoxicity of p53 Null Cells at the Nonpermissive Temperature. AID 904, 2007. Potency, µM (highest dose often 46.1 µM), for the others: at the highest dose activity, negative = cell killing, hits mostly cytotoxic. 55,000 tested, 0.97% active. H1299 p53-null (neo) cells, 39C, ATPlite viability, 24 h;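 further: potency means the concentration at half of the fitted maximal effect; 0% = DMSO only and -100% = full killing by 100 µM tamoxifen; nearly all actives have a fitted effect of over 50% in size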
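Temperature-shift cytotoxicity format: compound titrations on p53-null or A138V-expressing H1299 cells held 24 hr at 39C, cell ATP then measured, AC50 from Hill model.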
TSG101-PTAP inh = qHTS Validation Assay for Inhibitors of HIV-1 Budding by Blocking the Interaction of PTAP/TSG101: Sytravon Library Screen | Tumor susceptibility gene 101 protein (Homo sapiens), Q99816 | Fluorescence polarization, FITC-PTAP peptide/Tsg101, 20 min | Potency, µM (series often up to 115 µM), for the others: at the top dose activity change, negative = inhibition, usual class: inhibitors | 44,000 tested, under 10 active; further: potency means the concentration at half of the fitted maximal effect; 0% is about no effect
Target sequence (Q99816 whole entry, looked up): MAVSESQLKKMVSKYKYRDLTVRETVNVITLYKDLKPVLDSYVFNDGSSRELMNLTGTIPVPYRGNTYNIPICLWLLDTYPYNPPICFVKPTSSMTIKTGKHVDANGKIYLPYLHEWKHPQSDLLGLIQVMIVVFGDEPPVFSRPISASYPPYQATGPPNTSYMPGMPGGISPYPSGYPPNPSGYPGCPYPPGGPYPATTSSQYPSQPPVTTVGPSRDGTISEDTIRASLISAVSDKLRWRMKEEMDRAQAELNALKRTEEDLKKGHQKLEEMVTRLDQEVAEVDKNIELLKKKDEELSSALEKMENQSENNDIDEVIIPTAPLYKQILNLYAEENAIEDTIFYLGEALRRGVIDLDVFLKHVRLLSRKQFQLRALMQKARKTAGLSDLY
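Compounds pinned into 10 uM Tsg101 binding domain, then 50 nM FITC-PTAP peptide added in pH 7.5 HEPES buffer; FP read after 20 min, room temperature. Total S+P intensity flags fluorescent compounds; active cut-off <25 µM, efficacy <60%.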
FH mod = Identification of activators of human fumarate hydratase by quantitative high-throughput screening; 54,000 tested, 0.22% active; FH coupled MDH/diaphorase resazurin fluorescence, 15 min; Fumarate hydratase, mitochondrial (Homo sapiens), P07954; Potency, µM (top dose mostly 79.9 µM), inactives show at the highest dose activity change, negative = inhibition, hits mostly inhibitors; further: potency means the concentration at half of the fitted maximal effect; on the % scale 0 is the no-effect control and ±100 the full control effect; the screen sought activators but most active calls are inhibition curves; nearly all actives have a fitted effect of over 45% in size
Target sequence (P07954 whole entry, looked up): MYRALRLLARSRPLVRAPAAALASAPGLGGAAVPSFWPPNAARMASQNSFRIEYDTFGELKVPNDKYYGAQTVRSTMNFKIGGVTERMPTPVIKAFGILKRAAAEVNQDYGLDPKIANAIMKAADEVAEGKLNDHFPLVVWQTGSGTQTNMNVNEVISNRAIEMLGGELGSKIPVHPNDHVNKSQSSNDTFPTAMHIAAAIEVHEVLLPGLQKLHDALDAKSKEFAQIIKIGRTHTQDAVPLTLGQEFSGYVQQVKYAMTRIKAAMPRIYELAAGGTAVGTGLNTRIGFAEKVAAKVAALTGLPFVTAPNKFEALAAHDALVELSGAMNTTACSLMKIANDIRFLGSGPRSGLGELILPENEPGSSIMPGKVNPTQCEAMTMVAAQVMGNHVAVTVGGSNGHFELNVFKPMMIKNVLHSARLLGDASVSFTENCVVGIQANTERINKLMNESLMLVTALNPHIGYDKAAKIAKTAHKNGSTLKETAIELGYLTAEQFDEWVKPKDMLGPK
p53null 32C kill = qHTS Screen for Compounds that Selectively Target Cancer Cells with p53 Mutations: Cytotoxicity of p53 Null Cells at the Permissive Temperature | AID 903, 2007 | 55,000 tested, 0.62% active | H1299-neo p53 null cells, ATP luminescence, 24 h, 32C | Potency, µM (titrated, usually from 46.1 µM), for inactives: at the top dose activity change, negative = cytotoxicity, hits mostly cytotoxic;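 further: potency means the concentration at half of the fitted maximal effect; 0% = DMSO only and -100% = full killing by 100 µM tamoxifen; nearly all actives have a fitted effect of over 55% in size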
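AC50 values derive from Hill modelling of qHTS concentration-response data (up to 46 uM) in H1299-neo cells. Cells were treated 24 h at 32C following overnight attachment at 37C; viability was read as cellular ATP.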
GALK inh = qHTS Assay for Inhibitors of Human Galactokinase (GALK): NCGC Sytravon Library Screen; P51570; recombinant GALK, Kinase-Glo ATP luminescence, 1 h; Potency, µM (top dose mostly 57.5 µM), without a hit: top-dose activity, negative = inhibition, most hits filed as inhibitors; 44,000 tested, under 10 active;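 further: plate controls were full GALK reaction for no effect and reaction lacking GALK for full effect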
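Human GALK (5 nM) was incubated with 35 uM ATP and 100 uM galactose in 20 mM HEPES pH 8.0 with MgCl2, NaCl, DTT and BSA for 1 h at room temperature. Remaining ATP was measured by Kinase-Glo Plus luminescence.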
B2AR arrestin ag = qHTS assay of beta-arrestin-biased ligands of beta2-adrenergic receptor: NCGC Sytravon Library Screen | HTLA Tango cells, beta-arrestin recruitment, luciferase luminescence, 18 h | 44,000 tested, under 10 active | Potency, µM (series often up to 46.1 µM), for inactives: at the top dose activation, usual class: activators;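 further: potency means the concentration at half of the fitted maximal effect; 0% = DMSO and full agonism = EC100 isoproterenol or metaproterenol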
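Tango cells (recombinant beta2-AR, beta-arrestin, tTA-driven luciferase), 1500/well in DMEM 1% FBS, treated 18 h at 37 °C with compounds up to 46 µM; luciferin mix added, luminescence read after 15 min; %activity curves fitted and curve-classed.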
An asterisk follows results filed as active; ? = inconclusive; / = no result given; [ ] = dose if it differs, or a comment. The call rests on the fitted dose curve; in most records, active means well fitted curve in the direction sought with a large enough effect; inconclusive means small, poorly fitted or top-dose-only effect, or another doubt; inactive means no such curve, though single readings can be large; an effect the other way counts as inactive or inconclusive.

SMILES,NTMT1 inh,p53null 39C kill,TSG101-PTAP inh,FH mod,p53null 32C kill,GALK inh,B2AR arrestin ag
Cc1ccc(N2CC(c3nnc(NC(=O)c4ccco4)s3)CC2=O)cc1Cl (centres undefined),17%,28%,0%,-8%,2%,-7%,-3%
O=c1[nH]c(C2CCCN(S(=O)(=O)c3ccccc3)C2)nc2c1nnn2Cc1ccc(OC(F)(F)F)cc1 (centres undefined),?,20%,-3%,-7%,0%,7%,-1%
Cc1ccc2c(CNCC(C)c3ccccc3)c(C(=O)O)n(Cc3ccccc3C)c2c1 (centres undefined),-13%,-2%,-2%,-17%,-4%,1%,0%
Cc1ccc(Cl)cc1NC(=O)c1oc2ccc(S(=O)(=O)N(C)C3CCCCC3)cc2c1C,18%,4%,1%,-7%,0%,-1%,1%
CCOC(=O)c1cccc(NC(=O)CCn2nc(C)c3c(C)n(-c4ccccc4)nc3c2=O)c1,3%,2%,0%,-6%,1%,1%,2%
CC(=O)Nc1ccc(S(=O)(=O)NC2(C(F)(F)F)NC(=O)N(CCc3ccc(F)cc3)C2=O)cc1 (centres undefined),-16%,/,3%,-21%,/,8%,-2%
Cc1ccc(N2C(=O)CC(c3ccccc3F)C3=C2COC3=O)cc1Cl (centres undefined),5%,-23%,1%,1%,2%[9.22 µM],9%,1%
CN1CCc2nc3sc(C(=O)Nc4cccc(C#N)c4)c(N)c3cc2C1,?,-24%,-1%,-2%,4%[9.22 µM],7%,6%
COC(=O)c1ccccc1NC(=O)c1noc2c1CSc1ccccc1-2,8%,20%,5%,6%,-5%,0%,-1%
COc1ccc(Cn2ccc3nc(C)c(C(=O)NCc4ccc(F)cc4)cc3c2=O)cc1,-2%,?,0%,-15%,4%,-2%,0%
COc1ccc(-c2c(C)c3ccc(O)c(CN4CCCC(C)C4)c3oc2=O)cc1OC (centres undefined),-3%,9%,0%,1%,5%,1%,0%
CCOC(=O)c1[nH]c(C)c(C(=O)NCc2ccccc2Cl)c1C,-18%,-8%,2%,-11%,4%,1%,-3%
CCOc1ccc(NC(=O)c2nn(C)c3c2CS(=O)(=O)c2ccccc2-3)cc1,-20%,?,-2%,2%,-10%,2%,0%
CCOc1ccc(/C=C/c2nc(C#N)c(Nc3ccc(OC)cc3)o2)cc1,15%,?,-1%,-5%,-3%,8%,-1%
COc1ccc(NC(=O)Cn2c(=O)n(Cc3ccco3)c(=O)c3sc4ccccc4c32)cc1Cl,11%,0%,0%,-4%,5%,-2%,-2%
Cc1ccccc1OCC(=O)Nc1nnc(SCc2cc(=O)n3cc(Cl)ccc3n2)s1,14%,-17%,2%,?,-6%,3%,0%
COc1ccc(-n2ccnc(NCCc3ccc(S(N)(=O)=O)cc3)c2=O)cc1Cl,14%,-14%,-5%,5%,-5%,-3%,-1%
CC(C)(C)c1ccc(C(=O)NNc2ncnc3c2cnn3-c2ccc(Cl)cc2)cc1,29%,-5%,-1%,6%,-5%,-6%,1%
COCCNC(=O)CSc1nnc(NC(=O)Nc2ccc(C)cc2)s1,-3%,3%,-6%,6%,13µM*,1%,-1%
COc1ccc(CNC(=O)c2cc3c(=O)n(C)c4ccccc4c3n2C)cc1,-30%,-16%,-5%,5%,-2%,0%,1%
COc1ccc2cc(CNc3ccc(C)cc3)c(=O)n(CC(=O)Nc3ccc(OC)c(Cl)c3)c2c1,10%,2%,-5%,-17%,4%,0%,-1%
CCN(CC)CCNC(=O)c1c(C)oc2ncn(C)c(=O)c12,4%,-7%,1%,-6%,-1%,-1%,0%
CCC(=O)N1CCc2cc(Br)cc(S(=O)(=O)CCC(=O)N3CCN(c4ccc(F)cc4)CC3)c21,-2%,-6%,1%,-18%,10%,6%,-1%
Cc1ccc(Cn2cnc3nc4c(cc3c2=O)CCCC4)cc1,-6%,-4%,-5%,-8%,0%,-2%,1%
COc1cn(CC(=O)Nc2ccc(C)cc2)c(CN2CCCCC2)cc1=O,-2%,28%,0%,5%,0%,-8%,8%

The final two compounds of the part before are carried over, then new ones follow:
SMILES,NTMT1 inh,p53null 39C kill,TSG101-PTAP inh,FH mod,p53null 32C kill,GALK inh,B2AR arrestin ag
Cc1ccc(Cn2cnc3nc4c(cc3c2=O)CCCC4)cc1,-6%,-4%,-5%,-8%,0%,-2%,1%
COc1cn(CC(=O)Nc2ccc(C)cc2)c(CN2CCCCC2)cc1=O,-2%,28%,0%,5%,0%,-8%,8%
CCOC(=O)c1c(N)n(-c2cccc(OC)c2)c2nc3ccccc3nc12,13%,25%,6%,-3%,3%,1%,-1%
CCOC(=O)c1cccc(NC(=O)c2cc(CN3CCOCC3)on2)c1,8%,?,-5%,-8%,1%,1%,2%
CCOc1ccc(-n2c(=O)c3c(C)c(C)sc3n(CC(=O)C(C)(C)C)c2=O)cc1,7%,3%,1%,-22%,-2%,6%,13%
CCOc1ccc(-c2cc3c(=O)n(CC(=O)NCc4ccc(OC)cc4)ccn3n2)cc1,?,?,-2%,-2%,-19%,-1%,-1%
Cc1ccc(C)c(N2CCN(C(=O)CCn3c(=O)c4cccn4c4cccnc43)CC2)c1,-3%,14%,-8%,-24%,21%,0%,0%
COc1ccc(OC)c(CCNC(=O)c2c(C)oc3ncn(CC(C)C)c(=O)c23)c1,-3%,-35%,0%,-14%,8%,3%,1%
CCN(c1ccccc1)S(=O)(=O)c1ccc(NC(=O)c2nc(S(C)(=O)=O)ncc2Cl)cc1,-6%,?,-7%,-24%,?,-1%,-1%
CCOc1ccc(Nc2sc(C(=O)c3ccc(F)cc3)c(N)c2S(=O)(=O)c2ccc(C)cc2)cc1,27%,11%,-1%,-11%,2%,2%,-1%
CCCCOC(=O)c1ccc(NC(=O)CSc2nc3c(c(=O)[nH]2)CCC3)cc1,12%,22%,2%,-34%,8%,2%,-2%
CC(C)c1nn2c(=O)cc(COC(=O)c3cccc(NC(=O)c4ccccc4F)c3)nc2s1,7%,17%,-6%,0%,-3%,-2%,0%
COCCCN1C(=O)c2[nH]nc(-c3cc(C)ccc3O)c2C1c1ccc(F)cc1 (centres undefined),7%,8%,2%,27%,20%,2%,?
CCOC(=O)C1CCN(C(=O)CN2c3ccc(CC)cc3-c3ccccc3S2(=O)=O)CC1,-5%,-6%,-1%,3%,-9%,-7%,-4%
COc1ccc(N2CCN(C(=O)C3CCCN(S(=O)(=O)c4ccc5c(c4)oc(=O)n5C)C3)CC2)cc1 (centres undefined),8%,-12%,3%,-6%,-5%,-11%,1%
O=C(/C=C\c1ccc2c(c1)OCO2)NC1CC(=O)N(c2ccc(Cl)cc2)C1 (centres undefined),-19%,31%[activator],0%,-3%,14%,-2%,-2%
CCc1ccc(C2CC(=O)c3c([nH]c(C(=O)OC4CCC(C)CC4)c3C)C2)cc1 (centres undefined),7%,-3%,-3%,0%,4%,3%,-2%
CCOC(=O)c1c(NC(=O)c2cc(=O)c3cc(C)ccc3o2)sc2c1CCCC2,13%,0%,2%,-31%,7%,-1%,-1%
COc1ccc(C)cc1NC(=O)c1cnc2ccc(C)cn2c1=O,6%,0%,-14%,-2%,-8%,-8%,1%
COc1ccc(-c2csc3ncnc(Nc4ccc(OC)cc4OC)c23)cc1,-7%,20%,-8%,-24%,2%,-2%,0%
CC(NS(=O)(=O)c1ccc2c(c1)CCN2C(=O)CCCC(=O)O)c1ccccc1 (centres undefined),-11%,-7%,-3%,-7%,5%,0%,-1%
COc1cc(OC)c(OC)cc1/C=C/c1nc2ccccc2c(=O)n1-c1ccc(Br)c(C)c1,10%,4%,0%,-5%,23%,-2%,2%
CCOC(=O)c1c(-c2ccccc2)csc1NC(=O)c1cc(-c2ccc(F)cc2)on1,-5%,-11%,-4%,-8%,5%,-3%,0%
CNS(=O)(=O)c1cn(CC(=O)Nc2ccc(C)cc2C)cc1S(=O)(=O)NC,-4%,-2%,-10%,-22%,3%,6%,0%
COc1ccc(-n2cc(C(=O)NCCc3cc(OC)ccc3OC)c3ccccc3c2=O)cc1,-4%,93%[activator],0%,-4%,14%,3%,1%
CC(C)CN(CCCNC(=O)CN1N=C(c2ccccc2)CCC1=O)CC(C)C,-4%,-1%,-6%,2%,-9%,-7%,0%
Cc1ccccc1-c1cc2nccc(-c3cc(Cl)ccc3O)n2n1,16%,/,-2%,-15%,/,2%,-1%

4 compounds from above, sorted by formula weight, smallest number first.
SMILES,NTMT1 inh,p53null 39C kill,TSG101-PTAP inh,FH mod,p53null 32C kill,GALK inh,B2AR arrestin ag
O=C(/C=C\c1ccc2c(c1)OCO2)NC1CC(=O)N(c2ccc(Cl)cc2)C1 (centres undefined),-19%,31%[activator],0%,-3%,14%,-2%,-2%
COc1ccc(OC)c(CCNC(=O)c2c(C)oc3ncn(CC(C)C)c(=O)c23)c1,-3%,-35%,0%,-14%,8%,3%,1%
CCN(c1ccccc1)S(=O)(=O)c1ccc(NC(=O)c2nc(S(C)(=O)=O)ncc2Cl)cc1,-6%,?,-7%,-24%,?,-1%,-1%
COc1ccc(N2CCN(C(=O)C3CCCN(S(=O)(=O)c4ccc5c(c4)oc(=O)n5C)C3)CC2)cc1 (centres undefined),8%,-12%,3%,-6%,-5%,-11%,1%

2 entries from above, field by field.
> COc1ccc(C)cc1NC(=O)c1cnc2ccc(C)cn2c1=O
  NTMT1 inh: 6%
  p53null 39C kill: 0%
  TSG101-PTAP inh: -14%
  FH mod: -2%
  p53null 32C kill: -8%
  GALK inh: -8%
  B2AR arrestin ag: 1%

> COc1ccc(-c2csc3ncnc(Nc4ccc(OC)cc4OC)c23)cc1
  NTMT1 inh: -7%
  p53null 39C kill: 20%
  TSG101-PTAP inh: -8%
  FH mod: -24%
  p53null 32C kill: 2%
  GALK inh: -2%
  B2AR arrestin ag: 0%

The list is partial; count on the stated rates, not on these rows.
